MIN6 prolif = inducers of beta-cell replication in MIN6 cells | MIN6 cells proliferation, ATPlite luminescence, 48 h; cells starved in 0.2% serum; 100% = growth in 10% serum | 0.29% of 330,000 active | proliferation, % at 10 µM;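 active = compounds whose signal lies at least 3.5 SD above the mean of all wells on their plate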;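 note: 0% = DMSO-treated cells in low-serum medium and 100% = 10% serum control; some compounds called inactive have numbers as strong as hits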
tim10-1 inh = growth inhibitors of tim10-1 mutant yeast. S. cerevisiae tim10-1 ts strain growth, BacTiter-Glo, 24 h. 2.2% of 330,000 active. inhibition, % at 20 µM. AID 463190;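 active = inhibition of at least 40%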;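 note: mutant grown at 25 °C; 0% = DMSO wells with yeast and 100% = wells holding no yeast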
NLRP3 yeast inh = blocks the NALP3 inflammasome reconstituted in yeast; inhibition, % at 10 µM; Yeast reconstituted NLRP3/ASC/caspase-1, beta-gal luminescence, 24 h; AID 2825; 0.39% of 330,000 active;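 active = inhibition of 50% or more; inactive = inhibition below 50%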;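 note: plate controls were induced DMSO wells for no effect and uninduced yeast grown without galactose for full effect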
APOBEC3A inh = inhibitors of human APOBEC3A DNA deaminase. 0.41% of 330,000 active. inhibition, % at 20 µM. recombinant A3A, FAM/TAMRA ssDNA deamination fluorescence;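 active = at least 40% inhibition at 20 µM here, with at most 30% in a related deaminase screen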;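 note: plate controls were A3A with DMSO for no effect and wells lacking A3A enzyme for full effect; some results filed as inactive read as strong as hits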
mIAP block = blocks mouse intestinal alkaline phosphatase. AID 2806. inhibition, % at 10 µM. 0.2% of 330,000 active. purified mouse IAP, CDP-Star luminescence, 30 min;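 active = inhibition of at least 40% at 10 µM in the primary screen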;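 note: plate controls were DMSO with enzyme for no effect and no enzyme wells for full effect; values of inactives mirror those of a sister screen read the other way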
APOBEC3G inh = blocks human APOBEC3G single-stranded DNA deamination. Q9HC16. recombinant A3G, ssDNA deamination FAM/TAMRA fluorescence. inhibition, % at 20 µM. 0.28% of 330,000 active. AID 493012;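 active = inhibition of at least 40% at 20 µM, with no more than 30% in the related APOBEC3A deaminase screen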;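 note: plate controls were DMSO wells with A3G for no effect and wells lacking A3G enzyme for full effect; some compounds called inactive have numbers as strong as hits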
Target sequence (Q9HC16 whole entry, looked up): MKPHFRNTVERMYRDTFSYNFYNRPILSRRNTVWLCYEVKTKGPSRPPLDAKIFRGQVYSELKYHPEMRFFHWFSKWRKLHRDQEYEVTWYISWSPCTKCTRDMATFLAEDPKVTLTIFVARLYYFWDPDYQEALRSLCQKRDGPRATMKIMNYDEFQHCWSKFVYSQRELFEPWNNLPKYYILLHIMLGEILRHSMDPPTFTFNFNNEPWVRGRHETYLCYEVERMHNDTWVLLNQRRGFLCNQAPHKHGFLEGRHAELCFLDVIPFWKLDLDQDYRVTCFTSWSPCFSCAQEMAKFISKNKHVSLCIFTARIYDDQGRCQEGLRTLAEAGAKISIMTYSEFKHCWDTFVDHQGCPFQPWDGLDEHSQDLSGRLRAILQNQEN
TIM10 inh = TIM10 yeast growth inhibition. AID 463195. S. cerevisiae TIM10 strain growth, BacTiter-Glo luminescence, 24 h. 1.4% of 330,000 active. inhibition, % at 10 µM;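 active = inhibition of 40% or more at the single tested concentration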;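 note: wild-type TIM10 isogenic control strain grown at permissive 25 °C; 0% = DMSO yeast wells and 100% = minimal medium wells without yeast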
hIAP inh = human IAP inhibition | P09923 | purified IAP, CDP-Star luminescence, 30 min | inhibition, % at 10 µM | 0.12% of 330,000 active | AID 2544;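 active = inhibition reaching a set limit with compound at 10 µM in the primary screen, cut at about 35% in these data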;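 note: plate controls were DMSO wells with enzyme for no effect and no-enzyme buffer wells for full effect; values of inactives mirror those of a sister screen read the other way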
Target sequence (P09923 whole entry, looked up): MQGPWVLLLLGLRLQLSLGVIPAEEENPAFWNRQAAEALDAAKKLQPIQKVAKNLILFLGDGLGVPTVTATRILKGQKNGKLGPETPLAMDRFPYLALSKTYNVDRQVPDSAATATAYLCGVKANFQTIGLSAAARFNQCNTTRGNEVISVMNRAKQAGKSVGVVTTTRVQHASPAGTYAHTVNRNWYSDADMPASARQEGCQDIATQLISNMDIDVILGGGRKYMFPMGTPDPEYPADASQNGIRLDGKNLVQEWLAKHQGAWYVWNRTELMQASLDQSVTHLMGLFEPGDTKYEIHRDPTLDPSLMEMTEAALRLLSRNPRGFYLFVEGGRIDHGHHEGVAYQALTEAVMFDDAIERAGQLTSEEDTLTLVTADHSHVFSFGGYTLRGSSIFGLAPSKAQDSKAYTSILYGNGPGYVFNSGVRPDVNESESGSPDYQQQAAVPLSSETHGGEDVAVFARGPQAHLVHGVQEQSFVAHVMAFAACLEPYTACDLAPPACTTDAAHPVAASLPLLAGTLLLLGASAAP
mIAP activ = mouse IAP activation | muIAP, CDP-Star luminescence, 30 min; stronger effect = higher value; 1 = vehicle-only enzyme signal, 0 = enzyme-free wells | 0.24% of 330,000 active | activation factor at 10 µM | AID 2805;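 active = activation factor of at least 2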; note: the source names both 10 and 20 µM as test concentration; values of inactives mirror those of a sister screen read the other way
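also added = chemiluminescent substrate CDP-Star | test system = mouse IAP enzyme | signal = chemiluminescence readout | compound = DMSO-dissolved test compounds | incubation = 30 min at room temperature | benchmarks = DMSO wells, no-enzyme wells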
Active calls of the source: *. Outcome played no part in choosing rows (roughly 4.6% active in at least one column).

SMILES | MIN6 prolif | tim10-1 inh | NLRP3 yeast inh | APOBEC3A inh | mIAP block | APOBEC3G inh | TIM10 inh | hIAP inh | mIAP activ
CCOC(=O)C1(Cc2cccc(Cl)c2)CCCN(C(=O)c2cc(C)[nH]n2)C1 (stereo not drawn) | -2 | 4 | 15 | -3 | 8 | -5 | -4 | -54 | 0.92
Cn1c(SCC(=O)c2ccc3c(c2)OCCO3)nnc1C1CC1 | -1 | 6 | 10 | -1 | 6 | -5 | 6 | -2 | 0.94
Cc1nc2ccccc2c(=O)n1/N=C/c1ccc(F)cc1 | 3 | 16 | 12 | -2 | 9 | -2 | -6 | 8 | 0.91
CSc1ncccc1C(=O)OCC(=O)N1CCN(S(=O)(=O)c2ccc(C)cc2C)CC1 | -1 | 14 | 5 | -2 | 0 | -6 | -2 | 1 | 1
CC(=O)Nc1ccc(/C=N/NC(=O)CNS(=O)(=O)c2ccccc2)cc1 | -1 | 6 | 11 | -3 | -2 | -5 | 10 | -13 | 1
CCN(CC(=O)Nc1c(F)cccc1F)C(=O)c1ccc(NC(=O)CC2SC(N3CCCC3)=NC2=O)cc1 (stereo not drawn) | -4 | 14 | 10 | 2 | -4 | 2 | 0 | 9 | 1
Cc1cc(C(=O)COC(=O)/C=C/c2ccc(F)cc2)c(C)n1C | -3 | 27 | 29 | 0 | -3 | -7 | 8 | 1 | 1
Cc1ccc(CN(C)C(=O)c2cccc(S(=O)(=O)N3CCc4ccccc4C3)c2)o1 | 2 | 13 | 17 | -1 | 1 | -2 | 5 | -2 | 0.99
CCN1C(=O)/C(=C/C=C2\N(CC)c3cc(S(=O)(=O)N(C)C)ccc3N2c2ccccc2)SC1=S | 1 | 21 | 19 | -16 | 10 | -39 | 5 | 18 | 0.9
CCc1ccc(NC(=O)Cn2ccn(-c3cccc(Cl)c3)c(=O)c2=O)cc1 | 0 | 1 | 13 | -1 | 4 | 0 | -11 | 10 | 0.95
O=C(CCC(=O)c1cccs1)c1cccs1 | -3 | -2 | 12 | 6 | -7 | 2 | 5 | -24 | 1.1
Cc1ccc(C(c2sc3nc(C)nn3c2O)N2CCN(CCO)CC2)cc1 (stereo not drawn) | -2 | 3 | 4 | -3 | 3 | -3 | 4 | 8 | 0.97
CC(=O)c1ccc(Cl)c(Cl)c1Cl | -2 | -15 | -3 | -3 | 11 | -7 | 8 | 25 | 0.89
CC(C)c1nc(SCC(=O)N2CCCCCC2)c2c(=O)n(C)c(=O)n(C)c2n1 | -2 | 26 | 16 | -2 | -3 | -5 | 3 | 2 | 1
O=C(CSc1nnc(-c2ccc(C(F)(F)F)cn2)o1)Nc1cccc(Cl)c1 | 0 | -42 | 19 | 2 | 6 | -3 | -41 | 8 | 0.94
Cc1c(C)n(CCCN(C)C)c2ncnc(Nc3ccc(F)cc3)c12 | 0 | 29 | 10 | -9 | -2 | -9 | -11 | -16 | 1
COc1ccccc1/C=C/c1nc(S(=O)(=O)c2ccccc2)c(N(C)C)o1 | 0 | 31 | 9 | -3 | -14 | -2 | 17 | 17 | 1.1
CCOC(=O)c1c(C)[nH]c(C(=O)NCc2ccccn2)c1C | 1 | 4 | 21 | 1 | 3 | -9 | 8 | 12 | 0.97
CCC(Sc1ncccn1)C(=O)Nc1cc(C)on1 (stereo not drawn) | -2 | 3 | -1 | 0 | -2 | -3 | -13 | -13 | 1
Cc1ccccc1OCC(=O)Nc1ccc2c(c1)ncn2C | -4 | 6 | 14 | -3 | -1 | -3 | 3 | 5 | 1
Cc1ccc2c(c1)N(CC(=O)Nc1c(C)cccc1C)C(=O)c1cccnc1O2 | -1 | -6 | 7 | 0 | 4 | -3 | -16 | -7 | 0.96
COC(=O)c1ccccc1OC(=O)c1cc[n+]([O-])cc1 | 2 | 4 | -8 | -1 | 8 | -5 | -6 | -12 | 0.92
CCn1c(SCc2ccc(C(=O)OC)o2)nnc1-c1c[nH]c2ccccc12 | -1 | 12 | 1 | -2 | -20 | -4 | 7 | 7 | 1.2
CCN1CCN(CC(=O)N2c3ccccc3CC2C)CC1 (stereo not drawn) | 0 | 2 | 2 | -2 | 3 | -7 | 0 | 0 | 0.97
CC[C@@]12C(=O)N(c3ccc(OC)cc3)C(=O)N1[C@H](c1cccc(C)c1)[C@@H]1C(=O)N(Cc3ccccc3)C(=O)[C@@H]12 | -5 | -12 | 6 | -4 | 0 | -8 | -2 | 14 | 1
Cc1ccc(-c2csc(NC(=O)c3cnccn3)n2)cc1C | 2 | 14 | -2 | -1 | 10 | -7 | -3 | -22 | 0.9
CC1C(=O)Nc2ccccc2N1C(=O)c1cccc(C(F)(F)F)c1 (stereo not drawn) | -4 | 7 | -5 | -2 | -1 | -3 | 24 | 5 | 1
O=C(CSC1=NS(=O)(=O)c2cc(F)ccc2N1)NCc1ccc(F)cc1 | -2 | 4 | 18 | -2 | 4 | -11 | -6 | 9 | 0.96
Nc1c(C(=O)N2CCOCC2)sc2nc3c(cc12)CCCC3 | -2 | 3 | 7 | 1 | -2 | 1 | 14 | 5 | 1
Cc1c(Cl)cccc1NC(=O)CSc1ccc(-c2cccnc2)nn1 | -1 | -2 | -1 | -1 | -6 | -3 | -13 | 3 | 1.1
COc1ccc(CCNc2cc(N3CCN(C(=O)c4ccc(C)cc4)CC3)ccc2[N+](=O)[O-])cc1OC | 0 | 11 | 12 | 1 | 17 | 0 | 10 | 23 | 0.83
CCOC(=O)C1C(=O)CC(C)(O)C(C(=O)OCC)C1c1ccc(OC)cc1 (stereo not drawn) | -2 | 16 | 1 | -1 | 1 | -3 | 16 | 19 | 0.99
CCn1c2ccccc2c2nnc(SCC(=O)Nc3ncccn3)nc21 | 0 | 24 | 9 | 1 | -5 | -3 | 2 | 0 | 1.1
O=C(N1CCCCC1)N1CCN(S(=O)(=O)c2cccc([N+](=O)[O-])c2)CC1 | 5 | 19 | 2 | -7 | 2 | -10 | 6 | 8 | 0.98
COc1cc(Cl)c(C)cc1NC(=O)COC(=O)c1ccc(CN2CCCC2=O)cc1 | -3 | 22 | 6 | -4 | -4 | -5 | 21 | 18 | 1
C/C(=N\NC(=O)C1COc2ccccc2O1)c1cc2ccccc2o1 (stereo not drawn) | -4 | 9 | 15 | -5 | 13 | -8 | 4 | -18 | 0.87
CCOC(=O)C1=C[C@]2(CC)CCCN3CCc4c(n1c1ccccc41)[C@@H]32 | -1 | 36 | 24 | 0 | 7 | -2 | 16 | 4 | 0.93
c1ccc(-n2ncc3c(N4CCCCC4)ncnc32)cc1 | -5 | 12 | 60* | -2 | 7 | -6 | -8 | 17 | 0.93
COc1ccc(-c2nnc(OCc3nc4ccccc4n3C)c3ccccc23)cc1 | 0 | 24 | 13 | -5 | -2 | -3 | 24 | 2 | 1
COc1cccc(NC(=O)CN(C)S(=O)(=O)c2ccc3c(c2)NC(=O)CS3)c1 | -4 | 4 | 16 | -7 | -14 | -5 | -4 | 3 | 1.1
CCOC(=O)CN1C(=O)S/C(=C/c2ccc(O)c([N+](=O)[O-])c2)C1=O | -2 | 31 | 38 | -6 | 8 | -9 | 19 | -4 | 0.92
COCCNc1ccc(N2C(=O)CCCC2=O)cc1[N+](=O)[O-] | 0 | 5 | -12 | -1 | 5 | -7 | 8 | 8 | 0.95
OCCN(C=NC1=NN(c2cccc(C(F)(F)F)c2)CC1)CCO | -4 | 3 | 0 | -1 | 1 | -7 | -9 | 9 | 0.99
COc1ccc(/C=N/NC(=O)CN(Cc2ccccc2)S(=O)(=O)c2ccc3c(c2)OCCO3)cc1 | 0 | 20 | 11 | -2 | -1 | -7 | 20 | 13 | 1
COCCCn1c(-c2ccsc2)nc2c1c(=O)[nH]c(=O)n2Cc1ccccc1 | -1 | -3 | 13 | -2 | 0 | -5 | -12 | -9 | 1
CCCc1c(C(=O)NNc2cc(C(F)(F)F)ccc2Cl)cnn1-c1ccccc1 | 0 | 9 | 14 | -3 | 4 | -4 | 15 | 0 | 0.96
CCCCSc1nnc(-c2ccc(NC(C)=O)cc2)n1C | 0 | 11 | -3 | 7 | 4 | 0 | -7 | -12 | 0.96
O=C1NC(c2ccccc2)=C(c2ccc3ccccc3n2)C(c2ccc(F)cc2)N1 (stereo not drawn) | -3 | -3 | -7 | 2 | 3 | 2 | -28 | 2 | 0.97
CSc1ccc(/C=C(/NC(=O)c2ccco2)C(=O)N2CCOCC2)cc1 | 0 | 9 | 5 | -5 | -4 | -5 | 10 | 15 | 1
Cc1ccc(-n2ncc3c(=O)[nH]c(SCC(=O)N4CCCc5ccccc54)nc32)cc1 | 1 | 1 | 8 | 5 | 5 | 3 | -7 | 6 | 0.95
CCc1ccc(Cn2nnc(C(=O)NCc3ccccc3OC)c2N)cc1 | -3 | -11 | -1 | 0 | -6 | -3 | -6 | -3 | 1.1
CCS(=O)(=O)N1CCC(C(=O)NCc2cc(OC)ccc2OC)CC1 | -4 | -9 | 5 | 0 | -2 | -1 | -3 | 2 | 1
CCCCCN(C(=O)CCC(=O)OC(C)C(=O)NC1CCCCC1)c1c(N)n(CCCC)c(=O)[nH]c1=O (stereo not drawn) | 1 | -18 | 12 | -4 | 4 | -8 | 7 | -16 | 0.95
Cc1ccc2c(COC(=O)c3c(C)noc3C)cc(=O)oc2c1 | -1 | 21 | -1 | -7 | -23 | -1 | 4 | -10 | 1.2
CCCn1nc(C(=O)NNC(=O)CSC(C)C(=O)Nc2cc(C)on2)c2ccccc2c1=O (stereo not drawn) | -2 | -8 | 4 | 2 | 13 | -2 | 5 | -57 | 0.87
Cc1cc(=O)oc2cc(OCC(=O)N3CCC(C(N)=O)CC3)ccc12 | 3 | 21 | 1 | -4 | 14 | -11 | -13 | 12 | 0.86

Some of the entries so far, as tab-separated lines:
molecule	MIN6 prolif	tim10-1 inh	NLRP3 yeast inh	APOBEC3A inh	mIAP block	APOBEC3G inh	TIM10 inh	hIAP inh	mIAP activ
O=C(CSC1=NS(=O)(=O)c2cc(F)ccc2N1)NCc1ccc(F)cc1	-2	4	18	-2	4	-11	-6	9	0.96
Nc1c(C(=O)N2CCOCC2)sc2nc3c(cc12)CCCC3	-2	3	7	1	-2	1	14	5	1
Cc1c(Cl)cccc1NC(=O)CSc1ccc(-c2cccnc2)nn1	-1	-2	-1	-1	-6	-3	-13	3	1.1
COc1ccc(CCNc2cc(N3CCN(C(=O)c4ccc(C)cc4)CC3)ccc2[N+](=O)[O-])cc1OC	0	11	12	1	17	0	10	23	0.83
CCOC(=O)C1C(=O)CC(C)(O)C(C(=O)OCC)C1c1ccc(OC)cc1 (stereo not drawn)	-2	16	1	-1	1	-3	16	19	0.99
CCn1c2ccccc2c2nnc(SCC(=O)Nc3ncccn3)nc21	0	24	9	1	-5	-3	2	0	1.1
O=C(N1CCCCC1)N1CCN(S(=O)(=O)c2cccc([N+](=O)[O-])c2)CC1	5	19	2	-7	2	-10	6	8	0.98
COc1cc(Cl)c(C)cc1NC(=O)COC(=O)c1ccc(CN2CCCC2=O)cc1	-3	22	6	-4	-4	-5	21	18	1

Screening data deposited in PubChem by Sanford-Burnham Center for Chemical Genomics.
